# Screens (PubChem)
# SDO1 yeast rescue: growth rescue of sdo1-depleted yeast, primary screen, S. cerevisiae, bone marrow failure model; S. cerevisiae sdo1-depleted JHY4D growth rescue, OD600 30 h; hits give high values; pdr5 snq2 efflux-pump mutant strain; z-score at 10 µM; actives 0.21% (n = 140,000); AID 817, 2007;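 active means z-score above 3 at both the 24 hr and the 30 hr optical density reads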;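 further: z-score against mean and SD of all compound wells on the same plate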
# Insulin prom inh: inhibitors of insulin promoter-driven GFP, primary screen, imaging, TRM-6 cells (human fetal islet line), eGFP reporter, cell count. reporter expression induced with tamoxifen. AID 1273, 2008. actives 0.9% (n = 130,000). inhibition, % at 2 µM;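 active means inhibition above the mean plus 3 SD, with well images judged a real hit on visual review, cut at about 60% in these data, passing the limit was not always enough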
# SDO1 yeast rescue Rescue 24 h: also measured in SDO1 yeast rescue; calls as there; z-score; S. cerevisiae sdo1-depleted JHY4D growth rescue, OD600; measured here: growth rescue at 24 h;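 0 is the plate mean of compound wells and units are plate SD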
# * marks the source's active call; other numbers are inactive results; x = no result given.
# Results follow in this order: SDO1 yeast rescue	SDO1 yeast rescue Rescue 24 h	Insulin prom inh
Cc1nc2ccc(C(=O)N3CCSCC3)cc2s1
    1.5	1.8	-6
Cc1c(NC(=O)NCc2ccccc2)c(=O)n(-c2ccccc2)n1C
    -0.69	0.08	x
Clc1ccc(OCCCCSc2ncccn2)cc1
    0.22	1.3	-43
COc1cccc(C(C)NC(=O)c2c(F)cccc2Cl)c1 (stereo not given)
    0.2	-0.47	-13
COc1ccc(CN2CCNC(=O)C2CC(=O)NCc2csc(C(C)C)n2)c(OC)c1 (stereo not given)
    x	x	0
CCOC(=O)C1[C@H]2C(=O)N(CCCOC)C[C@]23C=C[C@H]1O3 (stereo not given in full)
    0.8	0.94	-47
Cc1nnc2c(NC(C)C)nc3ccccc3n12
    -0.23	-0.25	x
COc1ccc(OCc2nc3ccc(S(=O)(=O)Nc4ccccc4Cl)cc3[nH]2)cc1
    -0.97	-0.81	x
Fc1ccc(Nc2cccc3nccnc23)cc1
    0.09	0.08	-31
Cn1nccc1C(=O)Nc1sc2c(c1C(N)=O)CCCC2
    x	x	-5
Cc1cc(Br)cc(Cl)c1OCC(=O)NC(=O)NCc1ccccc1
    -0.5	-0.85	x
COc1c(OC2OC(C(=O)O)C(O)C(O)C2O)cc(O)c2c(=O)cc(-c3ccccc3)oc12 (stereo not given)
    0.74	0.21	40
COc1ccc2c(c1OC)C(=O)O[C@@H]2[C@H]1c2c(cc3c(c2OC)OCO3)CCN1C
    0.29	-0.38	-59
Cc1ccc(Cn2c(N3CCCCCC3)nc3c2c(=O)[nH]c(=O)n3C)cc1
    -1.6	-1.3	x
COc1ccc(NC(=O)c2ccccc2N(Cc2ccccc2)S(C)(=O)=O)cc1OC
    x	x	-63
Cc1cc(C(=O)CSc2nnc(Nc3ccccc3F)s2)c(C)n1CC1CCCO1 (stereo not given)
    -1.4	-1.2	x
CCOC(=O)c1c(C)c(C(=O)NCCc2ccccc2)c(C)n1C
    x	x	42
CC(OC(=O)CN(C)S(=O)(=O)c1ccc(Cl)cc1)C(=O)Nc1cccc(Cl)c1 (stereo not given)
    -1.6	-0.26	-7
Cc1ccc(N2CCN(CCc3nc4cc(NC(=O)c5ccco5)ccc4n3C)CC2)cc1
    -0.92	-0.33	x
O=C(CN1C(=O)CCC1=O)Nc1nc(-c2ccc(Cl)s2)cs1
    0.09	0.17	28
COc1ccc(C(=O)NCC(=O)OCC(=O)NCc2cccs2)cc1
    x	x	-25
Cc1[nH]c2ccccc2c1C(=O)COC(=O)C1CCC(=O)N1 (stereo not given)
    0.35	0.31	-42
Cc1cc(/C=N/NC(=O)c2cccc(F)c2)c(C)n1-c1ccccc1
    x	x	17
O=C(N/N=C/c1cn[nH]c1-c1ccc(F)cc1)c1ccncc1
    -0.03	-0.31	0
CCc1cccc(CC)c1NC(=S)NCCc1c(C)[nH]c2ccccc12
    -1.8	-1.3	12
C/C=C/c1ccc(OCCn2cncn2)c(OC)c1
    0.46	0.89	-6
COc1ccc(OC)c(NC(=O)c2nnn(Cc3ccc(Br)cc3F)c2N)c1
    -2.6	-1.5	x
COc1ccc(Oc2nc(Oc3ccc(OC)cc3)nc(Oc3ccc(OC)cc3)n2)cc1
    -2.3	-1.5	14
COc1ccc(C(=O)NC2CCN(C(=S)Nc3cccc(C)c3)CC2)cc1
    0.03	-1.1	30
COc1ccc(/C=C2\CCCC3C2=NN(C(=O)c2scnc2C)C3c2ccc(OC)cc2)cc1 (stereo not given)
    -0.35	-0.26	-10
COC(=O)CCC(=O)c1oc2ccccc2c1NC(=O)CCCN1C(=O)c2ccccc2C1=O
    -0.25	1.2	38
CCN(CC)c1nc2ccccc2nc1C(C#N)C(=O)NCCc1ccccc1 (stereo not given)
    -0.47	0.66	-25
COc1cccc(NC(=O)Nc2cc(C)ccc2F)c1
    -0.54	-0.42	x
CCOCCn1c(CN2CCN(c3ccccc3)CC2)nc2c1c(=O)n(C)c(=O)n2C
    x	x	-204
O=S(=O)(NCC1CCCO1)c1cccc(C(F)(F)F)c1 (stereo not given)
    0.25	-0.29	-42
CCCCCCc1nc2ccccc2c(=O)n1NC(=O)c1c(O)c2cccc3c2n(c1=O)CC3
    x	x	22
CCOc1cc(N2CCOCC2)c(OCC)cc1NC(=O)CSc1cccc[n+]1[O-]
    1.9	1.3	27
CCOc1ccc(NC(=O)C(CC)NC(=O)c2ccccc2CO)cc1 (stereo not given)
    1.5	1.3	x
CCCCCCc1cc2cc(-c3nnc(-c4cccc(OC)c4)o3)c(=O)oc2cc1O
    x	x	-6
O=C(COc1ccc(Br)cc1)N1CCN(S(=O)(=O)/C=C/c2ccccc2)CC1
    -0.23	-0.35	x
COc1ccc(NC(=O)Cn2nnc(-c3ccccc3NC(=O)c3cccs3)n2)cc1
    0.22	1.3	-57
CNCc1ccccc1OCC(=O)Nc1ccccc1
    -0.26	-0.14	-33
CCOc1ccc(S(=O)(=O)N2CCN(c3ccc(C)cc3C)CC2)cc1
    -0.07	0.05	x
CC(C)=CCc1c(O)ccc(C(=O)Cc2ccccc2)c1O
    -1.2	-0.47	-3
CCCCC(=O)NCCc1cc2c(OC)ccc(OC)c2[nH]c1=O
    1.1	1.2	55
COc1cc(NC(=S)Nc2ccccn2)cc(OC)c1
    -1.6	-1.2	6
CC1SC(c2cccc(Cl)c2)NC1=O (stereo not given)
    0.15	0.04	-7
Oc1ccccc1C1=Nc2ncnn2C(c2ccc(F)cc2)C1 (stereo not given)
    -0.89	-0.85	x
O=c1c(-c2ccccc2)c(O)cc(-c2ccncc2)n1-c1ccc(Cl)cc1
    x	x	-28
Cc1c(C(=O)Nc2cccc(Cl)c2)cn2c(nc3ccccc32)c1C#N
    -1.4	-0.69	-10

# The list continues.
# Results follow in this order: SDO1 yeast rescue	SDO1 yeast rescue Rescue 24 h	Insulin prom inh
CCc1ccc(NC(=O)N(CCCN2CCOCC2)Cc2cccs2)cc1
    2	2.3	x
COC(=O)C1(Cc2ccccc2)NC(c2ccccc2C)C2C(=O)N(c3ccc4c(c3)OCO4)C(=O)C21 (stereo not given)
    -0.25	-0.61	46
CCOc1ccc(S(=O)(=O)N/N=C2/CC(c3ccccc3)Oc3ccccc32)cc1 (stereo not given)
    -2.4	-1.6	29
COc1cc2[nH]c(-c3cccc(F)c3)cc(=O)c2cc1OC
    0.02	0.17	-57
Cc1ccc(-c2ccc(/C=C3\SC(N4CCOCC4)=NC3=O)o2)cc1
    x	x	-78
CCP(=O)(c1ccccc1)C(C)(C)O (stereo not given)
    0	-0.06	-7
CSc1nccn1CC(=O)Nc1ccc(F)cc1
    1.5	0.58	-93
Cc1csc(SCC(=O)Nc2ccc(Cl)cn2)n1
    -0.71	-1.3	11
O=c1c2c(ncn2C2CCCC2)n(Cc2ccccc2)c(=O)n1CCOc1ccc(Br)cc1
    0.7	0.94	x
CCNC(=O)CC1C(=O)N(c2cccc(OC)c2)C(=O)N1CCOC (stereo not given)
    1.9	1.3	50
COc1ccc(OC)c(S(=O)(=O)N2CCC(C(=O)Nc3cccc(C)c3C)CC2)c1
    0.15	0.13	x
O=C(CCc1ccc(S(=O)(=O)NCCc2ccccc2)cc1)Nc1ccc2c(c1)OCO2
    -1	-1.2	25
C[C@@H]1NC(=O)c2cc([N+](=O)[O-])cc(I)c2OCC[C@@H](C(N)=O)NC(=O)[C@H](CCC(=O)O)NC1=O
    -0.52	-0.56	14
NS(=O)(=O)c1ccc(CCNc2cc(=O)n(Cc3ccc(F)cc3)c(=O)[nH]2)cc1
    1.4	1.1	x
Cc1nn2c3ccccc3nc2n(C)c1=O
    0.89	0.62	36
CC(=O)CC(=O)Nc1ccccc1NC(C)=O
    0.41	0.21	-17
CCc1ccc(OCCNC(=O)c2ccccc2SCc2ccc(F)cc2)cc1
    0.02	0.08	-50
O=C(Cn1c(NCCCO)nc2ccccc21)c1cccc(Br)c1
    1.7	1.9	x
CC(C)N1CCC2(CC1)N=C(c1ccc3c(c1)OCO3)CC(c1cc(Cl)ccc1O)N2 (stereo not given)
    -2.2	-1.7	32
CCSc1ccc(-c2nn(-c3ccccc3)cc2/C=C(/C#N)C(=O)NCCCOC)cc1
    -1.2	0.19	43
O=C1c2ccccc2C(=O)N1SC1CCCCC1
    -1.9	-0.52	x
CCN(CC)CCn1c(=N)n(CC(O)c2ccc(OC)c(OC)c2)c2ccccc21 (stereo not given)
    x	x	-47
C=CCn1c2ccccc2c2nnc(SCc3[nH]c(=O)[nH]c3C(=O)CCCCC(=O)OCC)nc21
    -1.1	-1.1	x
COC(=O)c1ccc(CNC(=O)COC(=O)CCC2CCCC2)cc1
    1.1	1.6	x
CCCCNC(=O)c1onc(CSc2cccc(C)c2)c1C(=O)O
    -0.04	0.26	x
Cc1nnc(SCC(=O)Nc2ncc3c(n2)CC(c2ccccc2)CC3=O)s1 (stereo not given)
    0.49	-0.06	7
O=C(NCCCNC(=O)c1ccco1)c1ccco1
    -0.69	-0.66	x
CCN1CCN(Cc2nc3c(c(=O)n(C)c(=O)n3C)n2CCc2ccccc2)CC1
    2.2	1.9	2
O=C(O)Cc1cn(Cc2ccc(F)cc2)c2ccccc12
    x	x	29
Cc1ccnc(NS(=O)(=O)c2ccc(N=CC3=C(O)CC(C)(C)CC3=O)cc2)n1
    0.78	0.77	-42

# Nothing new here: 4 of the compounds above.
# Results follow in this order: SDO1 yeast rescue	SDO1 yeast rescue Rescue 24 h	Insulin prom inh
O=C1c2ccccc2C(=O)N1SC1CCCCC1
    -1.9	-0.52	x
CCN(CC)CCn1c(=N)n(CC(O)c2ccc(OC)c(OC)c2)c2ccccc21 (stereo not given)
    x	x	-47
C=CCn1c2ccccc2c2nnc(SCc3[nH]c(=O)[nH]c3C(=O)CCCCC(=O)OCC)nc21
    -1.1	-1.1	x
COC(=O)c1ccc(CNC(=O)COC(=O)CCC2CCCC2)cc1
    1.1	1.6	x

# The list continues.
# Results follow in this order: SDO1 yeast rescue	SDO1 yeast rescue Rescue 24 h	Insulin prom inh
CN(C)C(=O)CSc1nnc([C@H](Cc2c[nH]c3ccccc23)NC(=O)OC(C)(C)C)o1
    0.39	0.19	x
COc1ccc(C)cc1NC(=O)c1nnn(Cc2cc(C)ccc2C)c1N
    -1.8	-0.69	x
O=[N+]([O-])c1nn(-c2ccc3c(c2)OCCO3)n(O)c1=NC1CCCC1
    -1.6	-1.8	x
Cc1cc([N+](=O)[O-])nn1CCCC(=O)NCc1ccccc1
    -0.57	-0.47	4
CCC1CCC(C(=O)NC(C(=O)Nc2ccc3c(c2)OCCO3)C(C)C)CC1 (stereo not given)
    -0.93	-0.34	-14
Nc1ccc2oc(-c3cc(Br)ccc3Cl)nc2c1
    -1.1	0.83	-146
Cc1[nH]c2ccccc2c1C(=O)CN1CCN(C/C=C/c2ccccc2)CC1
    -0.43	-0.41	44
CC(=O)Nc1ccc(Oc2ccc3nc(C)[nH]c3c2)cc1
    0.38	0.31	3
CC1(C)CC(=O)C(N=Nc2cc3c(cc2[N+](=O)[O-])OCCO3)=C(O)C1
    x	x	-8
CC(C)CC(=O)N=C1SC2CS(=O)(=O)CC2N1Cc1ccccc1 (stereo not given)
    0.35	0.13	-88

# Limited to SDO1 yeast rescue Rescue 24 h and Insulin prom inh, for some of the entries so far:
Structure	SDO1 yeast rescue Rescue 24 h	Insulin prom inh
COc1ccc(C)cc1NC(=O)c1nnn(Cc2cc(C)ccc2C)c1N	-0.69	x
O=[N+]([O-])c1nn(-c2ccc3c(c2)OCCO3)n(O)c1=NC1CCCC1	-1.8	x
Cc1cc([N+](=O)[O-])nn1CCCC(=O)NCc1ccccc1	-0.47	4
CCC1CCC(C(=O)NC(C(=O)Nc2ccc3c(c2)OCCO3)C(C)C)CC1 (stereo not given)	-0.34	-14

# The list continues:
# Results follow in this order: SDO1 yeast rescue	SDO1 yeast rescue Rescue 24 h	Insulin prom inh
Cc1ccccc1OCCN1C(=O)c2ccccc2C1=O
    -0.96	-0.6	x
COc1cccc(NC(=O)OCCN2CCN(Cc3ccccc3)CCC2=O)c1
    0.3	-0.06	-10
C=CCNC(=O)Nc1ccc(Cl)cn1
    1.7	0.55	-25
CN(C)CCOc1ccc2c(c1)Sc1ccccc1CC2=O
    0.03	-0.71	8
NC(N)=NC1=NC(=O)/C(=C/c2ccccc2-n2cccn2)S1
    x	x	-23
CCOc1ccccc1N(C(=O)Cn1nnnc1-c1ccc(C)o1)C(CC)C(=O)NC(C)(C)C (stereo not given)
    -0.02	0.21	12
CCc1ccc(CNCc2cccnc2)cc1
    -0.22	-0.65	-35
CCc1ccc2[nH]c(=O)c(CN(Cc3ccco3)C(=S)NCC3CCCO3)cc2c1 (stereo not given)
    x	x	-27
CCCCCC(=O)NNC(=O)c1c(O)c2ccccc2n(CC)c1=O
    x	x	-7
O=C(NCCc1ccccc1)c1ccco1
    -0.04	-0.03	26
CCCCNC(=O)N(C)c1nncnc1C(=O)NC
    0.46	-0.01	x
Fc1ccc(CSc2ncnc3c2oc2ccccc23)cc1
    -0.99	-0.24	24
CCOc1cc(/C=C2/C(=O)ON=C2C)ccc1OCc1ccccc1F
    -0.89	-0.93	31
Clc1ccc(NC2(c3nnnn3C3CCCCC3)CCCCC2)cc1
    -0.69	-0.02	x
COc1cc(C(=O)O)cc(Br)c1OC1CCCC1
    1.4	1.8	-103
CCOP(=O)(OCC)c1nc(-c2ccc(Cl)cc2Cl)oc1N1CCOCC1
    x	x	-21
COc1ccc(Cc2nc(-c3ccc(Cl)cc3)no2)cc1
    -0.61	-0.89	-17
COc1ccccc1CN1C[C@@H]2C[C@@H](c3ccc(C)c(C)c3)N3CCC[C@@]23C1=O
    x	x	-492
